Bioassay records from PubChem.
H9c2 TAG inh: reduces triacylglycerol accumulation in H9c2 cells. AID 651582. 230,000 compounds, 0.66% hits. Nile Red lipid (TAG) fluorescence; cells loaded with 200 µM oleic acid. inhibition, % at 12.5 µM;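 active = pattern-corrected inhibition of lipid staining of at least 50% with the nuclear-stain viability signal not falling by more than 50%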;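 also: 0% = DMSO wells and 100% = triacsin C control wells; some results filed as inactive read as strong as hits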
H9c2 TAG inh DAPI viability: recorded beside H9c2 TAG inh, whose call it bears; DAPI nuclei signal change (viability), lower = more cytotoxic, %;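 whole-well DAPI fluorescence read on a plate reader as a viability signal; minus 50 percent equals half of cells still viable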
Numbers without * were called inactive; & = joins results of further samples.

SMILES	H9c2 TAG inh	H9c2 TAG inh DAPI viability
COc1ccc(CN2CCC(C(=O)NC(C)c3cccc4ccccc34)CC2)cc1 (configuration not stated)	12	7
COC(=O)CCN(C(=O)C1C2CC3CC(C2)CC1C3)c1ccccn1 (configuration not stated)	-5	-13
COc1ccc(NC(=O)CN(C)C(=O)c2ccc(N3CCCCCC3)c([N+](=O)[O-])c2)cc1	-4	4
CCCCN(CC)C(=O)Cc1c(C(=O)O)[nH]c2ccc(Cl)cc12	0	2
O=C1CCCN1CC(CN1CCOCC1)Sc1nnnn1-c1ccccc1 (configuration not stated)	-11&-13	-9&-2
CN(Cc1ccno1)Cc1cn(Cc2ccccc2)nc1-c1ccc2c(c1)OCO2	-8	0
Cc1ccc(CN2CCN(/N=C\C=C\c3ccccc3)CC2)cc1	4	4
CCS(=O)(=O)c1ccc(O)c(NC(=O)COc2ccc(Br)cc2)c1	20	-10
CCOC(=O)C1CCN(C(=O)Nc2cccc(OC)c2)CC1	6	1
COC(C[C@@H]1O[C@H]1C(=O)[C@@H](C)OCc1ccccc1)OC	4	-10
Cc1ccc(S(=O)(=O)Nc2ccc(-n3cnnn3)cc2)cc1	-7	0
CNC(=O)c1oc(-c2ccccc2)nc1C	-20	8
Cc1cc(C)n(Cc2cccc(C(=O)N/N=C/c3cccnc3)c2)n1	19	-1
CN(Cc1ccccc1)S(=O)(=O)c1ccc(Cl)c(C(=O)NCc2ccncc2)c1	20	-10
O=S(=O)(NCc1ccc2c(c1)OCO2)c1cccc(S(=O)(=O)N2CCOCC2)c1	-3	1
O=C(N/N=C/c1cc(Cl)cc([N+](=O)[O-])c1O)c1cc(-c2ccccn2)nc2ccccc12	28	-12
Brc1cccc(OCCn2ccnc2)c1	14	-3
Cc1c(C(=O)O)cccc1-c1ccc(/C=N/Nc2ccc(Br)cc2)o1	-9	10
CCCCn1c(N)c(N(CCOC)C(=O)c2ccc(Cl)c(S(=O)(=O)N3CCCCC3)c2)c(=O)[nH]c1=O	2	-6
CCOc1ccc(NC(=O)CCS(=O)(=O)c2ccc3c(c2)CCCN3C(C)=O)cc1	-5	3
C[C@H](NC(=O)c1ccccc1)C(=O)OCC(=O)c1c[nH]c2ccccc12	4	3
CC1CCCN(C(=O)CSCC(=O)N=c2sc3ccccc3n2C)C1 (configuration not stated)	-4	3
Cn1nnnc1SCc1cn2cccnc2n1	5	-6
CCNC(=O)c1ccccc1-c1nc(-c2ccccc2Cl)no1	11	-15
COc1ccc(-n2c(SCC(=O)O)nnc2-c2ccc(NC(=O)c3ccccc3)cc2)cc1	6	-3
CCN1CCN(c2cc(C)c3cc(NC(=S)N4CCN(c5ccccc5F)CC4)ccc3n2)CC1	7	9
O=C(Nc1ccc(CN2CCCCC2)cc1)c1cccc(Br)c1	9	8
Cc1ccc(-c2c(C#N)c(N)nc3c2CCCC3)o1	3	1
CCOc1ccc(NC(=O)C/C(C)=N/NC(=O)c2cnccn2)cc1	-2	0
Cc1c(NS(=O)(=O)c2ccc3nc(COc4ccccc4Cl)[nH]c3c2)c(=O)n(-c2ccccc2)n1C	-20	3
COc1ccc(/C=C/C(=O)OC(C)CN2CCCCC2)cc1 (configuration not stated)	-11	2
COc1ccc(Cl)cc1NC(=O)c1cnccn1	6	-2
O=C(CSc1nc2ccccc2n1CC(=O)N1CCOCC1)N1CCCC1	-3	-3
CC(C)CC(=O)Nc1ccc(-c2cn3ccsc3n2)cc1	132	-88
CC(CN1CCCC1)OC(=O)COc1ccccc1 (configuration not stated)	-17	-2
Cc1cccc(NC(=S)NC2CCCC2)c1	-8	1
C=CCn1c(SCC(=O)N2CC(=O)Nc3ccccc32)nc2scc(-c3ccccc3)c2c1=O	10	-12
CC(=O)NS(=O)(=O)c1ccc(NC(=O)c2cccc3ccccc23)cc1	2	4
C/C(Cc1ccccc1)=N\NC(=O)c1ccccn1	-7	2
CC1(N2CCOCC2)C(=O)c2ccccc2C1=O	-1	1
O=[N+]([O-])c1cccnc1N1CCN(Cc2ccc3c(c2)OCO3)CC1	3	-5
Cc1ccc(OC(C)C(=O)N(C)c2ccccc2)c([N+](=O)[O-])n1 (configuration not stated)	14	-7
COc1ccc(-c2[nH]ncc2/C=C(\C#N)C(=O)NC2CC2)cc1	13	0
COc1ccc(CN2CCN(C(=O)CC(C)C)CC2)c2ccccc12	-4	-5
CC(NC(=O)OCc1ccccc1)C(=O)OCN1C(=O)c2ccccc2C1=O (configuration not stated)	5	-4
O=C(COc1cccc(Br)c1)N/N=C1\CCCc2ccccc21	12	-2
CCC(C)NC(=O)C(NS(=O)(=O)c1cccc2nsnc12)c1ccccc1 (configuration not stated)	20	-8
Cc1c(C(=O)Nc2ccncc2)oc2ccccc12	-2	5
CCN(CC(=O)Nc1ccccc1OC)C(=O)c1ccccc1Sc1ccccc1C#N	5	2
CCOC(=O)c1nnn(CC(=O)NC(=O)Nc2cccc(CC)c2)c1C(=O)OCC	6	-7
CC1(C)CC(NC(=O)C2CCC(=O)N(Cc3ccccc3F)C2)CC(C)(C)C1 (configuration not stated)	3	-2
O=C1C(=C2CCc3ccccc32)Cc2ccccc21	3	-6
CN1C(=O)N(C)C(NC(=O)Nc2ccccc2)C1NC(=O)Nc1ccccc1 (configuration not stated)	-12	2
COc1ccc(S(=O)(=O)N2CCN(C(=O)[C@@H]3CCC(=O)N3C3OC(=O)c4ccccc43)CC2)cc1 (some centres not stated)	8	2
Cc1cccc(C)c1OCC(=O)Nc1cccc(S(=O)(=O)N2CCCCCC2)c1	-6	-9
CC(C)(CCc1ccccn1)C(=O)C(CCc1ccccn1)CCc1ccccn1	-8	2
Cc1[nH]c2ccccc2c1C(=O)CNc1nccs1	-10	-4
COc1ccc(CC(NC(C)=O)C(=O)NC2CCN(c3c4c(nc5ncnn35)CCC4)CC2)cc1 (configuration not stated)	5	2
Cc1csc(NC(=O)CSc2nnc(C)c(=O)n2N)n1	6	-2
Cc1ccc(CC2CC(=O)N(c3ccc(C)cc3)C2=O)cc1 (configuration not stated)	0	5

Further records:
SMILES	H9c2 TAG inh	H9c2 TAG inh DAPI viability
COc1ccc2nc(C)cc(N3CCN(S(=O)(=O)c4ccccc4F)CC3)c2c1	1	14
c1cc2c(cc1Nc1nc(-c3ccc4c(c3)OCO4)cs1)OCCO2	13	6
COC(=O)c1ccc(OCC(O)CN(CCO)CC(O)Cn2ccc3ccccc32)cc1 (configuration not stated)	-17	13
CC(=O)C1=C(C)NC(=S)NC1c1cccc([N+](=O)[O-])c1 (configuration not stated)	-8	5
CCSc1nnc(NC(=O)CCN2C(=O)C3CCCCC3C2=O)s1 (configuration not stated)	5	-4
CCN(CC)C(=O)Cn1cc(S(=O)(=O)CC(=O)Nc2ccc(C(N)=O)cc2)c2ccccc21	-3	-6
S=C(NC1CCCCC1)N1CCN(Cc2ccccc2)CC1	0	6
COc1cc(NC(=O)c2cc3ccccc3o2)c(OC)cc1Cl	-4	-1
CCn1nc(NC(=O)Cc2ccc(OC)cc2)c2cc3cccc(C)c3nc21	-5	10
CCCn1c(C2CCCN2c2nc(C)cs2)nc2cc(Cl)c(Cl)cc21 (configuration not stated)	-6	8
COc1ccc(NC(=O)CN2CCN(CC(=O)Nc3ccc4c(c3)OCO4)CC2)cc1	-9	-4
O=S(=O)(c1ccc(NC(=S)NN=C2CCCCC2)cc1)N1CCOCC1	-6	-5
COc1ccc(/C=C/C(=O)c2ccc(OC)cc2O)cc1	6	3
O=[N+]([O-])c1cc(-c2cccnc2)n[nH]1	-5	12
C[C@H]1CN([C@@H](C)CO)C(=O)CCCn2cc(nn2)CO[C@@H]1CN(C)C(=O)Cc1ccccc1	-4	-1
COc1ccccc1N(C1=NCCCS1)S(=O)(=O)c1ccc(C(C)(C)C)cc1	-14	1
CCOC(=O)c1cc(CC)sc1NC(=O)CN1C(=O)C(=O)N(CC(C)C)C1=O	12	-2
Cc1cc2[nH]c(=O)c(=O)[nH]c2cc1S(=O)(=O)Nc1ccccc1F	-10	-3
O=C(COC(=O)CCN1C(=O)c2ccccc2C1=O)Nc1ccccc1[N+](=O)[O-]	-4	-3
Cc1ccc(C(=O)NC(=S)Nc2ccccc2C)cc1	-16	-4
Cc1cc(C(=O)CN2C(=O)C(=O)N(CC(C)C)C2=O)c(C)n1-c1ccccc1F	11	7
Cc1ccc(N2C(=O)N(CC(=O)N3CCc4ccccc43)C(=O)C2C)cc1 (configuration not stated)	12	28
CCC(C)C(NC(N)=O)C(=O)Nc1ccc(C(=O)OC)cc1 (configuration not stated)	8	6
CCN1CCN(c2ccc(S(=O)(=O)N3CCCCC3)cc2NC(=O)COc2ccc(Cl)cc2)CC1	27	4
COc1ccc2[nH]c3c(c2c1)CCN1C(=O)C(CC(=O)NCCCN(C)C)C[C@H](C(=O)N(C(C)C)C(C)C)[C@@]31C (some centres not stated)	0	3
CCS(=O)(=O)c1ccc(C(=O)Nc2ccccc2)c(Cl)c1Cl	-14	3
CN(C)C1=NCCN1CCCC1CCCC1	0	2
COc1ccc(Nc2nc(-c3ccccc3)c(C(=O)Nc3cccnc3)s2)cc1	2	11
O=C(COc1ccc(F)cc1)Nc1ccccc1N1CCOCC1	15	-1
COc1ccc(C(=O)C/C(=C\C(=O)c2ccc(C)cc2)c2ccccc2)cc1	9	3
O=C(Nc1cccc(Cl)c1)c1ccccc1NC(=O)C1CCCCC1C(=O)O (configuration not stated)	6	-2
Cc1c(C(N)=O)c(N)c(C(=O)c2ccccc2)n1-c1ccccc1	-6	3
CCC(C)C(NC(=O)C1CCC(C)CC1)C(=O)Nc1cc(OC)ccc1OC (configuration not stated)	39	11
Cc1ccc(-c2nnc(SCCC(=O)N3CCOCC3)o2)cc1	8	-8
CCN(C(=O)CSc1ncnc2sccc12)c1c(N)n(Cc2ccccc2)c(=O)[nH]c1=O	9	-3
O=C(CN1CCC(NC(=O)c2cccc(F)c2)CC1)NCc1ccccc1F	-12	7
Nc1c(N(CCC2=CCCCC2)C(=O)COc2ccc(F)cc2Cl)c(=O)[nH]c(=O)n1Cc1ccccc1	3	-4
COc1cc(CC(=O)OCC(=O)NC(C)c2ccccc2)cc(OC)c1OC (configuration not stated)	-3	-2
Cn1c(NCCO)nc2c(c1=O)C1(CCCCC1)Cc1ccccc1-2	19	20
COc1ccc2cc(C(=O)C3CCCN(C(=O)CCc4cnn(C)c4)C3)ccc2c1 (configuration not stated)	-19	139
CSc1nc2ncc(-c3ccsc3)c(N)n2n1	11	4
CCCCCCSc1cc(-c2nc3cnccn3c2NCc2ccccc2)ccc1OC	-13	96
COc1cc(-c2cc3nc(NC4CCCCC4)ccn3n2)cc(OC)c1OC	46	16
CC(C)CCCN1C(Nc2ccccc2)=NC[C@@H]1C	-18	6
c1ccc(C2=Nn3c(nnc3-c3n[nH]c4c3CCC4)SC2)cc1	28	-6
c1ccc2nc(-c3nc4ccccc4[nH]3)ccc2c1	6	9
Cc1ccc(NC(=O)C2CCCCC2)cc1C	-5	3
CCCN1C(=O)c2cc(C(=O)Nc3cccc(C(C)=O)c3)ccc2C1Nc1cccc(C(C)=O)c1 (configuration not stated)	13	-4
NC(=Nc1ccccc1)N(c1ccccc1)c1ccccc1	20	-29
Cc1cc(C)c(OCCCON2C(=O)CCC2=O)c(Br)c1	-8	2
COc1ccc(CCN=C(N)NS(=O)(=O)c2cc(F)ccc2OC)cc1	3	-4
COc1cc(C(=O)N2C[C@@H]3CCC[C@H]2C3)ccc1OC1CCN(C(C)=O)CC1	15	-5
Cc1ccnc2nc(C(=O)OCC(=O)N(CC(C)C)CC(C)C)nn12	12	-7
O=C(CCn1ccnc1)Nc1ccc2ccccc2c1	8	-10
CN(C)CCn1c2c(c(SCC(=O)Nc3nccs3)nc1=O)CCCC2	-2	7
OCC1OC(n2ccc3c2ncn2ncnc32)C(O)C1O (configuration not stated)	7	-10
CCC(CC)C(=O)NCCc1ccc(F)cc1	-16	2
O=S(=O)(c1cccs1)N1CCc2ccccc2C1	-16	-8
OC(COCc1ccccc1)CN1CCc2ccccc2C1 (configuration not stated)	6	3
CC(C)C(=O)N1CCN(c2ccccc2NC(=O)c2cccc(Cl)c2)CC1	3	8

The results go on:
SMILES	H9c2 TAG inh	H9c2 TAG inh DAPI viability
COC(=O)CSc1[nH]c2ccc(F)cc2c1[N+](=O)[O-]	-1	1
C=C(C)Cn1c(NCCC)nc2c1c(=O)n(C)c(=O)n2C	-3	-5
O=C(N/C(=C\c1cccnc1)C(=O)N1CCOCC1)c1ccco1	-12	3
CCOc1ncccc1C(=O)OCC(=O)Nc1ccc(Cl)cn1	-8	0
Cc1cc(C)c(S(=O)(=O)N2CCN(C(=O)c3c(C)nn(-c4ccccc4)c3Cl)CC2)c(C)c1	-2	0

Structures shown so far that contain fluorine, in the order listed:
SMILES	H9c2 TAG inh	H9c2 TAG inh DAPI viability
CCN1CCN(c2cc(C)c3cc(NC(=S)N4CCN(c5ccccc5F)CC4)ccc3n2)CC1	7	9
CC1(C)CC(NC(=O)C2CCC(=O)N(Cc3ccccc3F)C2)CC(C)(C)C1 (configuration not stated)	3	-2
COc1ccc2nc(C)cc(N3CCN(S(=O)(=O)c4ccccc4F)CC3)c2c1	1	14
Cc1cc2[nH]c(=O)c(=O)[nH]c2cc1S(=O)(=O)Nc1ccccc1F	-10	-3
Cc1cc(C(=O)CN2C(=O)C(=O)N(CC(C)C)C2=O)c(C)n1-c1ccccc1F	11	7
O=C(COc1ccc(F)cc1)Nc1ccccc1N1CCOCC1	15	-1
O=C(CN1CCC(NC(=O)c2cccc(F)c2)CC1)NCc1ccccc1F	-12	7
Nc1c(N(CCC2=CCCCC2)C(=O)COc2ccc(F)cc2Cl)c(=O)[nH]c(=O)n1Cc1ccccc1	3	-4
COc1ccc(CCN=C(N)NS(=O)(=O)c2cc(F)ccc2OC)cc1	3	-4
CCC(CC)C(=O)NCCc1ccc(F)cc1	-16	2
COC(=O)CSc1[nH]c2ccc(F)cc2c1[N+](=O)[O-]	-1	1

An excerpt. The share of hits here may be higher or lower than overall.
